Peg3 prom inh: Peg3 promoter-driven luciferase inhibitors, primary screen, cell-based, HeLa, luciferase luminescence. HeLa PEG-Prom luciferase reporter, overnight. inhibition, % at 20 µM. hit rate 1.7% among 360,000;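 active = inhibition of at least 50% at 20 µM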
NR2E3 ag-1: NR2E3 agonists in two-hybrid cells, primary screen, cell-based, luminescence, CHO-S, Gal4-NCOR/VP16-NR2E3. Photoreceptor-specific nuclear receptor (Homo sapiens), Q9Y5X4. inhibition of corepressor binding, % at 3.98 µM. hit rate 0.35% among 360,000. luciferase. AID 602229, 2012;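 active = inhibition above the mean of all tested compounds plus 3 SD, cut at about 70% in these data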;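 note: 0% = DMSO with NR2E3 transfected cells and 100% = cells lacking NR2E3 construct; higher means lower luciferase signal from less NR2E3 corepressor binding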
Target sequence (Q9Y5X4 whole entry, looked up, the tested form may be a part): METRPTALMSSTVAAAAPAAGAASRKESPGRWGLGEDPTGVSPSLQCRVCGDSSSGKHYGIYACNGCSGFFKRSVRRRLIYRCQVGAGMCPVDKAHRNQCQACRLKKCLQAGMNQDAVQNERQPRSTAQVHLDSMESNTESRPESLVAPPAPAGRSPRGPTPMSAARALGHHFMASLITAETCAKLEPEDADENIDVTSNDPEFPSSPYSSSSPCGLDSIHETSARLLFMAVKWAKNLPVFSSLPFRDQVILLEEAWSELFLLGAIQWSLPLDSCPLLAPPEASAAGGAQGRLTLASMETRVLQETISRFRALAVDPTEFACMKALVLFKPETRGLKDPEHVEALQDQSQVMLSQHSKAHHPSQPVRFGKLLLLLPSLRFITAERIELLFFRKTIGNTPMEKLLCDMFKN
aDG glyco up: activators of alpha-DG glycosylation, primary screen, uHTS, Pro5-aDG cells, AlphaScreen. activation, % at 10 µM. alpha-DG glycosylation AlphaScreen (IIH6); 0% Pro5, 100% B10-LARGE cell signal. hit rate 0.22% among 360,000. AID 624168, 2012;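 active = activation of at least 8% versus controls, or a plate z-score of at least 8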;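 note: Pro5 are CHO cells carrying HIG-tagged alpha-DG that lacks glycosylation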
NR2E3 ag-2: inhibitors of NR2E3-RetCOR corepressor binding, primary screen, NR2E3 agonist project, biochemical, TR-FRET, GST-NR2E3, biotin-RetCOR. inhibition of corepressor binding, % at 4.78 µM. 1536-well. Photoreceptor-specific nuclear receptor (Homo sapiens), Q9Y5X4. hit rate 0.12% among 320,000. AID 2300, 2010;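 active = percent inhibition above the cutoff of mean plus 3 SD of all tested compounds, set per screening campaign, cut at about 20% in these data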;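 note: 0% = DMSO wells and 100% = biotin wells as full block of FRET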
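System: GST-tagged NR2E3 plus biotinylated RetCOR corepressor; Buffer or medium: pH 7.5 Tris-based buffer; Probe or stimulus: RetCOR corepressor, biotinylated, 7 nM; Doses: compound at 4.8 µM, single dose; Schedule: 5 h incubation at 4 °C; Technique: time-resolved FRET; Evaluation: percent inhibition of TR-FRET ratio; Replication: one well per compound, singlicate testing.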
CF NFkB inh: inhibitors of PAF-induced NF-kB signaling, primary screen, cell-based, GFP fluorescence, uHTS; AID 588850, 2011; KKLEB NF-kB-GFP reporter, GFP fluorescence overnight; inhibition, % at 5 µM; hit rate 0.86% among 360,000;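 active = at least 50% inhibition at 5 µM, scaled per plate between neutral and stimulator controls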;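 note: PAF is a Pseudomonas aeruginosa culture filtrate used as stimulus; plate controls were PAF-stimulated DMSO wells for no effect and unstimulated DMSO wells for full effect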
TWEAK-Fn14 inh: inhibitors of TWEAK-Fn14 signaling, primary screen, luciferase reporter cells, uHTS. inhibition, % at 10 µM. TWEAK-stimulated Fn14 reporter cells, luciferase luminescence, 8 h. hit rate 2% among 360,000; in the data active = inhibition above about 50%
iPSC survival up: enhancers of single-cell hiPSC survival, primary screen, ATPlite luminescence. 100% = ROCK inhibitor wells, 0% = DMSO. survival enhancement, % at 20 µM. hit rate 0.044% among 360,000. AID 602274, 2012; in the data active = survival enhancement above about 18%;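 note: cells exposed to compounds for 16 hours before the ATP read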
Shn3 3UTR inh: reduction of Shn3 3'UTR firefly luciferase signal, primary screen, Schnurri-3 inhibitor project, cell-based, Clone20 osteoblasts, set 2; Clone20 osteoblast Shn3 3'UTR firefly luciferase, 24 h; hit rate 0.52% among 360,000; AID 588674, 2011; inhibition, % at 12.5 µM;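 active = mean inhibition of at least 75% with every replicate also reaching 75%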;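 note: 0% = median of neutral control wells and 100% = pilot-screen positive control compound; some compounds past the cut are filed as inactive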
KKLEB cytotox: cytotoxicity in KKLEB CF airway cells, primary screen, cytotoxicity control for CF NF-kB inhibitor project, cell-based, uHTS, fluorescence assay plates | activity change (cytotoxicity), % at 5 µM | KKLEB CF airway cells viability, ATPlite luminescence, overnight; active compounds read low; cells stimulated with P. aeruginosa culture filtrate | AID 602141, 2011 | hit rate 0.36% among 360,000;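 active = corrected activity change at or below -50% at 5 µM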
HIF-2a inh: HIF-2a reporter inhibitors, primary screen, luminescence, 786-0 RCC cells; 786-0 RCC cells HIF-2a reporter, luciferase luminescence, overnight; inhibition, % at 18.8 µM; hit rate 0.72% among 360,000; AID 624352, 2012;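 active = inhibition of the luminescence signal of 40% or more relative to plate controls, in a single-dose primary screen at 18.75 µM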
MITF TRPM1 inh: inhibitors of MITF-dependent TRPM1 promoter reporter, primary screen, cell-based, SK-MEL-5, single point, luciferase; SK-MEL-5 TRPM1 promoter luciferase, 24 h; inhibition, % at 12.5 µM; hit rate 0.83% among 330,000;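 active = mean inhibition across replicates of 60% or more, whatever share of single replicates reaches that level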; note: values of inactives mirror those of a sister screen read the other way
* hit, by the source's call; · = no result given; & = joins results of further samples. This is a subset; the hit share may differ from the screen's.

SMILES	Peg3 prom inh	NR2E3 ag-1	aDG glyco up	NR2E3 ag-2	CF NFkB inh	TWEAK-Fn14 inh	iPSC survival up	Shn3 3UTR inh	KKLEB cytotox	HIF-2a inh	MITF TRPM1 inh
O=c1[nH]c(=O)n(Cc2ccccc2)c(O)c1/C=C1\C=Nc2ccccc21	22	-53	-0.2	1	42	18	1.1	-5	-25	4	18
CCn1ccnc1CN1CCCC(C(=O)c2cc(C)c(OC)c(C)c2)C1 (configuration not stated)	21	-26	0.2	-2	-1	-3	-0.5	18	2	17	16
CC(=O)Nc1ccccc1C(=O)OCc1ccc(C(=O)c2ccccc2)cc1	-170	32	1.3	1	-13	20	-0.7	45	-2	-256	-9
CC[C@@H](O)C[C@H]1CCC[C@@]2(C[C@@H]3OC(=O)/C=C/[C@@](C)(O)[C@@H](O)[C@H](C)[C@@H](O)[C@H](OC4CCC(N(C)C)C(C)O4)[C@@H](O)[C@](C)(O)CCCCC/C=C/[C@@H]4CC(C)(C)O[C@@]4(O)C[C@H](O2)[C@H]3C)O1 (some centres not stated)	89*	89*	-0.5	·	28	61*	-3.4	90*	8	-15	76*
N=C1c2ccccc2CN1c1cccc([N+](=O)[O-])c1	-7	-20	0.2	1	-5	-20	0.8	2	9	-5	7
Cc1cc(C(=O)CN2CCCC2)c(C)n1-c1ccc(F)cc1	-12	-15	-0.1	-2	-14	12	0.0	21	9	4	-6
O=C1NC(=S)N(c2ccccc2)C(=O)C1C(c1ccncc1)C1C(=O)NC(=S)N(c2ccccc2)C1=O (configuration not stated)	4	17	0.4	0	-9	11	0.4	-9	13	10	1
CC(C)(C)P(=O)(c1ccncc1)N1CCCC1 (configuration not stated)	-10	-1	-0.1	1	-2	-9	1.1	-24	0	1	7
Cc1cc(O)c2c(c1)C(=O)C13C(=C2O)C(=O)[C@H]2[C@@H](O)[C@@H]1[C@H]1[C@H](O)[C@@H]3C(=O)C3=C(O)c4c(O)cc(C)cc4C(=O)C312 (some centres not stated)	19	102*	0.1	1	79*	72*	-2.5	58	-14	-18	35
CC1([N+](=O)[O-])COP(=O)(Nc2ccccc2F)OC1 (configuration not stated)	7	-11	0.3	·	12	2	-2.2	18	-2	5	2
CN1CCN(c2c(F)cc([N+](=O)[O-])c(N)c2Br)CC1	-3	-3	0.2	-2	0	-14	-0.5	-6	-6	-6	-16
CCOc1ccccc1CN1CCCC(C(=O)c2cc(F)ccc2F)C1 (configuration not stated)	-9	-24	0.1	-3	-5	9	-0.6	21	2	17	15
O=C(c1cc(-c2cccnc2)nc2ccccc12)N1CCC2(CC1)OCCO2	9	1	-0.5	1	-8	15	3.8	-9	-3	2	2
CSc1nc(Cl)c(Br)c(N2CC2)n1	-11	-35	-0.1	·	12	16	3.5	-9	-8	15	-1
COc1ccc(-n2c(O)c(C(C)=NCc3ccco3)c(=O)[nH]c2=O)cc1	8	-2	0.4	3	-1	-5	1.8	1	2	-8	-8
CCOC(=O)C(O)(c1ccc(N)c(OC)c1)C(F)(F)F (configuration not stated)	1	12	-0.3	-1	-1	0	0.3	5	2	12	11
O=[N+]([O-])/C=C1\NCCN1Cc1ccc(Cl)nc1	13&7	-4&11	0.0&0.6	0&2	-7&9	-1&1	0.1&1.2	-14&20	-2&-2	8&12	4&8
COc1ccc(N2C(=O)NC(=O)/C(=C\c3ccc([N+](=O)[O-])s3)C2=O)cc1	8	-4	0.1	1	2	7	-3.0	2	-7	10	17
Cc1ccccc1-n1c(C)nc2sccc2c1=O	10	8	0.0	0	-3	-1	2.1	8	-2	8	9
c1ccc(N2Cc3ccccc3-n3nncc3C2)nc1	-8	-26	0.0	·	-5	1	2.0	-8	6	7	·
O=C(c1cc(-c2ccncc2)nc2ccccc12)N1CCC2(CC1)OCCO2	-10	-7	0.0	-2	-8	7	-1.4	23	-8	-10	5
CC(C)(C)N1CC(C(=O)c2ccccc2)C1c1ccccc1 (configuration not stated)	2	-12	0.3	·	-2	-1	-0.4	-9	11	2	-5
CCCCCCC[n+]1ccc(-c2cc[n+](CCCCCCC)cc2)cc1	10	13	1.7	-4	-2	-9	-0.5	76	-2	7	-6
CCOc1ccc2nc(N=Nc3c(O)[nH]c(=O)[nH]c3=O)sc2c1	17	-1	-0.2	-2	-14	-11	-0.1	10	15	10	5
C=CCN1CC[C@]23c4c5ccc(O)c4OC2C(=O)CC[C@@]3(O)C1C5 (some centres not stated)	-2	0	-0.3	-1	-5	-14	2.1	-12	4	-3	-5
Further entries follow:
SMILES	Peg3 prom inh	NR2E3 ag-1	aDG glyco up	NR2E3 ag-2	CF NFkB inh	TWEAK-Fn14 inh	iPSC survival up	Shn3 3UTR inh	KKLEB cytotox	HIF-2a inh	MITF TRPM1 inh
O=S(=O)(c1cccc2ccccc12)N1Cc2ccccc2-n2nncc2C1	8	16	0.0	·	-18	13	-0.6	32	-8	-3	·
CC1C=CCCC12C(=O)NC(=O)NC2=O (configuration not stated)	3	7	0.0	·	9	12	0.7	0	12	11	-7
COc1cc(CC2(CCc3ccncc3)C(=O)NC(=O)NC2=O)cc(OC)c1OC	5	6	-0.5	2	18	1	-0.5	-10	-18	9	-6
Cc1cc(Oc2ccc(C(F)(F)F)cc2[N+](=O)[O-])c2c3c(c(=O)oc2c1)CCCC3	-14	-7	-0.1	0	-22	13	-2.7	2	4	1	-2
COc1ccc(-n2nc(C(=O)NCC(=O)N3CCC4(CC3)OCCO4)c3ccccc3c2=O)c(OC)c1	-159	-79	0.0	-1	-7	-14	-0.9	-42	3	-137	-108
CN1C(=O)c2ccccc2NC(=O)C1Cc1ccccc1 (configuration not stated)	-6	4	-0.1	1	-24	-5	-2.2	-8	9	19	14
CC(=O)N1N=C2C3CCN(CC3)C2C1c1ccc(C)cc1 (configuration not stated)	4	4	-0.2	5	4	1	-2.3	23	-8	5	·
O=[N+]([O-])c1ccccc1CNCCc1ccc(F)cc1	-137	-83	0.1	0	-3	-17	-1.2	-23	-6	-221	-19
Oc1ccc(Cl)c(Cl)c1	-3	1	0.0	3	14	6	1.9	1	-24	-6	5
O=C(CN1CC(c2ccccc2)CC1=O)NCc1ccc(F)cc1 (configuration not stated)	-8	1	0.0	1	-10	7	-0.6	-4	1	-18	-7
COc1cc(O)cc2c1C(=O)O[C@@H](C)CCCC(=O)CCCCC2	7	-5	0.2	3	-4	9	-0.8	-24	-14	8	-2
COC(=O)C1=C(c2ccc(Cl)c(C(F)(F)F)c2)C[C@@H]2CC[C@H]1N2C	-20	-5	-0.3	-5	8	2	-2.8	-19	6	1	-8
Cn1cc(C(=O)NC2CC2)c2ccccc21	10	11	0.2	-1	4	1	0.2	7	-1	10	7
COC(=O)C1=C(c2ccc(S(C)(=O)=O)cc2)C[C@@H]2CC[C@H]1N2C(=O)NCc1ccccc1	4	-9	-0.2	3	0	3	-2.1	-23	3	4	5
Cc1ccc(CC(=O)N2CCN(C)CC2)cc1	-23	-1	-0.2	-3	-16	4	0.6	-6	6	-8	-7
CCOP(=O)(OCC)C(O)c1ccc(Br)cc1 (configuration not stated)	7	-8	0.0	0	4	-4	1.8	-6	12	12	2
CCOP(=O)(OCC)C(NC(=O)CN1C(=O)c2ccccc2S1(=O)=O)C(Cl)(Cl)Cl (configuration not stated)	9	-9	0.0	-1	0	13	-0.3	-8	-6	4	9
COc1ccc2c(c1)[nH]c1c(C)nccc12	18	-43	0.4	4	57*	65*	-2.4	27	6	38*	18
CON(C)C(=O)Nc1ccc(Cl)cc1	-8	-11	-0.1	4	-5	-16	2.3	-25	-8	-14	4
c1ccc(C2CC2)c(OCC2=NCCN2)c1	10	-10	0.1	7	-12	-9	-1.3	2	12	10	6
O=C(COc1ccc(Br)cc1)N1CCN(Cc2c[nH]c3ccccc23)CC1	-4	11	0.4	1	3	27	2.5	10	-5	0	2
CC(C)OP(=O)(O)NC(=O)c1ccccc1	8	-10	-0.2	3	-7	21	-0.2	-1	7	2	0
O=C1CN=C(c2ccccc2)c2cc(Cl)ccc2N1	19	-1	0.0	·	-6	-3	-2.6	-2	2	13	-2
O=C(CN1CCCC1=O)N1CCOCC1	13	-17	0.0	2	4	-12	-0.1	-23	1	19	-8
COC(=O)C1=C(c2ccccc2OCc2ccccc2)C[C@@H]2CC[C@H]1N2C(=O)NCc1ccccc1	15	33	0.2	3	3	0	-0.3	13	13	20	-8
More compounds:
SMILES	Peg3 prom inh	NR2E3 ag-1	aDG glyco up	NR2E3 ag-2	CF NFkB inh	TWEAK-Fn14 inh	iPSC survival up	Shn3 3UTR inh	KKLEB cytotox	HIF-2a inh	MITF TRPM1 inh
C[C@H](O)[C@H]1CC[C@H]2[C@@H]3CCC4=CC(=O)CC[C@]4(C)[C@H]3CC[C@]12C	33	0	0.1	1	3	-11	2.1	2	17	8	-4
CCOP(=O)(C(NC(=O)c1ccccc1Cl)=C(Cl)Cl)c1ccccc1 (configuration not stated)	3	3	0.3	0	-7	-18	-1.7	-11	-2	-4	-1
N=C1c2ccccc2CN1NC(=O)C1CC1	11	-1	-0.1	3	11	22	2.7	-1	-7	17	-3
CC(=NCc1ccc2c(c1)OCO2)c1c(O)n(C)c(=O)n(C)c1=O	17	40	0.3	0	9	18	-1.7	19	1	21	1
CN1CCN(c2nccc3c2ncn3C)CC1	5	-9	-0.1	4	16	-19	5.6	-5	10	4	1
CC(=O)OC1N=C(c2ccccc2)c2cc(C)ccc2NC1=O (configuration not stated)	-3	-4	0.1	-3	-2	-12	-1.0	1	-8	0	9
C#C[C@]1(O)CCC2C3CCC4=C/C(=N/OCC(=O)NC(C)C(=O)NC(CCSC)C(=O)O)CC[C@]4(C)C3CC[C@@]21C (some centres not stated)	4	-8	-0.2	4	-9	4	-0.3	-11	9	4	12

Part of the list above, as a markdown table.
| Structure | Peg3 prom inh | NR2E3 ag-1 | aDG glyco up | NR2E3 ag-2 | CF NFkB inh | TWEAK-Fn14 inh | iPSC survival up | Shn3 3UTR inh | KKLEB cytotox | HIF-2a inh | MITF TRPM1 inh |
| --- | --- | --- | --- | --- | --- | --- | --- | --- | --- | --- | --- |
| CC(=NCc1ccc2c(c1)OCO2)c1c(O)n(C)c(=O)n(C)c1=O | 17 | 40 | 0.3 | 0 | 9 | 18 | -1.7 | 19 | 1 | 21 | 1 |
| CN1CCN(c2nccc3c2ncn3C)CC1 | 5 | -9 | -0.1 | 4 | 16 | -19 | 5.6 | -5 | 10 | 4 | 1 |
